CHRM5 antagonist – human M5 muscarinic receptor antagonists, primary screen, CHO cells, Fluo-8 calcium fluorescence | hit rate 0.59% among 360,000 | CHO-hM5 cells, ACh EC80 | AID 624040, 2012 | inhibition, % at 3 µM;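 active means inhibition above a per-plate cutoff, the mean of that plate's test compounds plus 3 SD, cut at about 27% in these data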;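 further: 0% = acetylcholine EC80 with DMSO and 100% = DMSO without agonist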
Target sequence (P08912 whole entry, looked up): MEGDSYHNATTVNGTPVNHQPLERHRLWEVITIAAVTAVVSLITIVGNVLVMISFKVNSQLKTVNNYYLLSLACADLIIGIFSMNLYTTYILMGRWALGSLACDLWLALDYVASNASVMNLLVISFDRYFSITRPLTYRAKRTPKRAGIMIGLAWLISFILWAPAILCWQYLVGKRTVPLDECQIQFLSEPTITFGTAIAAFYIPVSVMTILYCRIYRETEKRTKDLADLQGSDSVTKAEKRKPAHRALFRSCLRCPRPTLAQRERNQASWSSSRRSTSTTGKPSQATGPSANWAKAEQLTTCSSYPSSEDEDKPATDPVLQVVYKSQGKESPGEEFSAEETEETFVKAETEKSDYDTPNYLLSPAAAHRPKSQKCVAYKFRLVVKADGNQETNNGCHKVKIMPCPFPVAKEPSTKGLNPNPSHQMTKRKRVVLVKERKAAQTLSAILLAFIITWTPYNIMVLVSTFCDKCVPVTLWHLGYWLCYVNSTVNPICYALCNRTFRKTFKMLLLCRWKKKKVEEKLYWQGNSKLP
M1 ag – human M1 muscarinic receptor agonists, primary screen, Fluo-8 calcium fluorescence, CHO-K1 cells, HTS | CHO-K1 hM1, agonist mode; 0% DMSO, 100% acetylcholine EC100 | hit rate 0.33% among 360,000 | AID 588814, 2011 | Muscarinic acetylcholine receptor M1 (Homo sapiens), P11229 | activation, % at 3 µM;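 active means activation above the run's mean compound activation plus 3 SD, cut at about 16% in these data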;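 further: peak over basal fluorescence ratio within a 140 s kinetic read after compound addition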
M1 antag – human M1 muscarinic receptor antagonists, primary screen, CHO-K1 cells, Fluo-8 calcium fluorescence, 1536-well; AID 588852, 2011; CHO-K1 hM1, ACh EC80 antagonist; Muscarinic acetylcholine receptor M1 (Homo sapiens), P11229; hit rate 1.3% among 360,000; inhibition, % at 3 µM;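 active means percent inhibition above its own plate's cutoff, namely the mean of that plate's compound wells plus 3 SD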;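 further: peak over basal fluorescence ratio during 140 s after agonist addition; 0% = ACh EC80 plus DMSO and 100% = DMSO alone without agonist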
M5 PAM – human M5 muscarinic receptor positive allosteric modulators, primary screen, CHO-K1 cells, Fluo-8 calcium fluorescence. Muscarinic acetylcholine receptor M5 (Homo sapiens), P08912. CHO-K1 hM5, ACh EC20 PAM; 0% = ACh EC20, 100% = ACh EC100. activation, % at 3 µM. hit rate 0.3% among 360,000. AID 624038, 2012;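 active means activation above the run cutoff, the mean activation of all test compounds plus 3 SD, cut at about 18% in these data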
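System: CHO-K1 hM5 cells. Reagent: acetylcholine, EC20 level. Compound dosing: single dose, 3 µM nominal final test concentration. Timing: Post-acetylcholine fluorescence recording 140 s. Detection: Fluo-8 calcium fluorescence. Read-out: % activation, ACh-normalized. Benchmarks: ACh EC20 and EC100 wells. Repeats: singlicate, one well per test compound.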
CHRM1 PAM – human M1 muscarinic receptor positive allosteric modulators, primary screen, CHO-K1 cells, Fluo-8 calcium fluorescence, 1536-well; Muscarinic acetylcholine receptor M1 (Homo sapiens), P11229; CHO-K1 hM1, ACh EC20; 0% = ACh EC20, 100% = maximal ACh; activation, % at 3 µM; hit rate 0.088% among 360,000; AID 588819, 2011; in the data active means activation above about 19%, passing the limit was not always enough
CHRM4 agonist – human M4 muscarinic receptor agonists, primary screen, CHO-K1 cells, Fluo-8 calcium fluorescence | Muscarinic acetylcholine receptor M4 (Homo sapiens), P08173 | CHO-K1 hM4/Gqi5; vehicle 0%, full acetylcholine response 100% | activation, % at 3 µM | hit rate 0.14% among 360,000 | AID 624127, 2012;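 active means activation above the run mean over all test wells plus 3 SD, cut at about 32% in these data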;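 further: peak over basal fluorescence ratio per well then scaled between controls; 0% = DMSO wells and 100% = acetylcholine at EC100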
M4 antag – human M4 muscarinic receptor antagonists, primary screen, CHO cells, Fluo-8 calcium fluorescence; Muscarinic acetylcholine receptor M4 (Homo sapiens), P08173; CHO-hM4 cells, ACh EC80; inhibition, % at 3 µM; hit rate 0.73% among 360,000;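 active means inhibition above its plate's cutoff, the mean inhibition of sample wells plus 3 SD, cut at about 27% in these data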;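 further: 0% = acetylcholine EC80 with DMSO and 100% = DMSO without agonist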
TAAR1 ag – human TAAR1 agonists, primary screen, Fluo-8 calcium fluorescence, CHO RD-HGA16 cells. hit rate 0.99% among 360,000. Trace amine-associated receptor 1 (Homo sapiens), Q96RJ0. vehicle wells 0%, saturating PEA agonist 100%. AID 624467, 2012. activation, % at 3 µM;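 active means activation above the mean activation of all test compounds in the run plus 3 SD, cut at about 38% in these data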
Target sequence (Q96RJ0 whole entry, looked up): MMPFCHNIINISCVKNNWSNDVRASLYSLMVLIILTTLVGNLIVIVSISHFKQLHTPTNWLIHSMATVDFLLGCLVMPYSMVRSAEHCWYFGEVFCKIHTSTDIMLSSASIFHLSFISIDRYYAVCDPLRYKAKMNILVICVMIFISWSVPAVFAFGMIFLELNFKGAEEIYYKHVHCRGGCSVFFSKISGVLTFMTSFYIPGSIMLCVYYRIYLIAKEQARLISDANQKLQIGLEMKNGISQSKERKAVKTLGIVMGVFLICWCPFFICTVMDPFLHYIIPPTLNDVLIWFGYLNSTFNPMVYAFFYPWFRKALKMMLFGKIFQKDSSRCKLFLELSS
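Signal – calcium-sensitive Fluo-8 signal, excitation 470-495, emission 515-575 nm · System – RD-HGA16 (CHO) cells co-expressing Gα16 and hTAAR1 · Incubation – 17-24 h seeding, 75 min 37 °C dye, 30 min RT · Compound dosing – 3 µM single concentration · Repeats – no replicates (n 1)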
CHRM5 agonist – human M5 muscarinic receptor agonists, primary screen, CHO-K1 cells, Fluo-8 calcium fluorescence | Muscarinic acetylcholine receptor M5 (Homo sapiens), P08912 | CHO-K1 hM5 cells; 0% DMSO wells, 100% maximal acetylcholine response | activation, % at 3 µM | hit rate 0.19% among 360,000 | AID 624037, 2012;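 active means activation above the run's mean over test compounds plus 3 SD, cut at about 23% in these data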;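 further: signal is peak over basal fluorescence ratio across the kinetic read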
Numbers without * were called inactive; / = not tested or not shown. An excerpt, so the mix of outcomes need not match the whole.

Molecule,CHRM5 antagonist,M1 ag,M1 antag,M5 PAM,CHRM1 PAM,CHRM4 agonist,M4 antag,TAAR1 ag,CHRM5 agonist
Cn1c(N)c(C(=O)COC(=O)Cc2ccc(Br)cc2)c(=O)n(C)c1=O,-10,-2,-7,9,6,1,-10,7,2
O=C(N/N=C/c1ccccc1F)NC1CCCCC1,3,-8,-2,-1,5,0,2,0,0
C=C(C)c1ccc(C(C)(C)NC(=O)NCc2ccco2)cc1,-3,-3,-35,-2,6,-1,-3,8,-6
COc1ccc(C(=O)C2CCCN(C(=O)c3cc(C)on3)C2)cc1F (stereo unspecified),0,-2,1,2,11,3,-13,-1,0
O=C(CNC(=O)c1ccncc1)N/N=C/c1cc(Br)ccc1OCc1ccccc1,11,-2,-1,-5,2,8,0,14,2
Cc1ccccc1OCCC(=O)OCC(=O)NC1CCCCC1,1,-1,11,-1,1,3,-16,3,2
NCCCC[C@@H]1NC(=O)[C@H](CCC(=O)O)NC(=O)c2cc([N+](=O)[O-])cc(I)c2SC[C@@H](C(=O)NCC(N)=O)NC1=O,5,-3,-16,3,6,0,-3,0,0
CCN(CC)S(=O)(=O)c1ccc(CNC(=O)CN2C(=O)NC3(CCc4ccccc43)C2=O)cc1 (stereo unspecified),7,-2,-1,3,3,1,5,1,1
CCOc1ccc(OC(=O)C(CCS(C)(=O)=O)N2C(=O)c3ccccc3C2=O)cc1 (stereo unspecified),2,-4,-5,1,11,2,6,7,-1
O=C(c1cccc(COc2cccc3ccccc23)c1)N1CCCC1,-6,-3,-11,-2,10,-2,-1,11,-2
CCOc1ccc(S(=O)(=O)N(CC)CC)cc1NC(=O)c1ccc(N2CCCC2=O)cc1,-11,0,-11,2,13,0,-12,3,-2
COC(=O)C1(C(=O)OC)C[C@H](c2ccccc2)N(Cc2ccccc2OC)[C@@H]1c1ccccc1,-11,/,/,-3,/,-1,-7,3,-1
CC1(C)CC(=O)C2=C(C1)N=C1c3ccccc3C(=O)C1C2c1ccc(Cl)cc1 (stereo unspecified),9,-3,13,-25,-11,11,3,28,-2
CC(=O)NC(CC(=O)NNC(=O)c1cc2ccccc2cc1O)c1ccccc1 (stereo unspecified),-6,-1,-3,2,2,1,-8,0,-2
COc1ccc(N=C2NC(=O)/C(=C/C=C/c3ccccc3)S2)cc1,9,-3,-8,-3,10,0,4,0,-4
O=C(O)CC1NC(=O)N(c2ccc(Cl)cc2)C1=O (stereo unspecified),2,3,-10,1,14,1,-2,2,2
CCCCN(C)C(=O)C(Cc1ccccc1)NS(=O)(=O)c1ccc2c(c1)CCC(=O)N2 (stereo unspecified),-2,-2,-9,-3,5,5,-6,3,3
CN(C)S(=O)(=O)c1ccc(/C(O)=C2/C(=O)C(=O)N(Cc3cccnc3)C2c2ccncc2)cc1 (stereo unspecified),4,-1,-2,4,4,1,6,14,2
Cc1cc(C)nc(Nc2ncc(O)n2-c2ccc(Br)cc2)n1,-1,-9,-6,3,11,1,12,2,0
CCOC(=O)C1=CN(Cc2cccc(F)c2)S(=O)(=O)N(C)C1c1ccc(F)c(Cl)c1 (stereo unspecified),-3,-5,-5,-3,1,1,1,1,-1
CC(=O)CNc1ccc(S(=O)(=O)N/N=C/c2ccccc2)cc1,6,1,-19,4,19,0,-4,3,1
COc1cc2cnc(-c3ccccc3)c(-c3cc(OC)c(OC)c(OC)c3)c2cc1OC,13,-7,1,-2,-4,3,7,12,-1
O=C(O)CNC(=O)c1ccc(NC(=O)/C(=C/c2ccccc2)NC(=O)c2ccco2)cc1,-18,0,6,9,5,1,-1,2,-1
O=C(COC(=O)c1cc(S(=O)(=O)N2CCOCC2)ccc1Cl)Nc1ccc2c(c1)OCO2,-15,3,-11,11,3,4,-5,7,-2
O=C(C1CCC(=O)N(C2CC2)C1)N1CCC(Oc2cccc(C(F)(F)F)c2)CC1 (stereo unspecified),10,1,-4,-5,3,4,0,6,-1
CCOC(=O)CCCNC(=O)COC(=O)c1cc(C)cc(C)c1,-12,-5,-3,2,4,1,-15,6,-5
CCOc1ccc(-n2nnnc2SCC(=O)c2ccccc2)cc1,-3,-3,-9,3,4,0,9,10,-4
CN1c2ccccc2-c2nc3ccccc3n2C1c1ccco1 (stereo unspecified),-9,-6,-13,5,8,1,-10,11,-14
Cc1c(C(=O)N2CCCc3ccccc32)oc2ccccc12,-4,-6,-1,1,2,0,4,5,-3
Cn1ncc([N+](=O)[O-])c1C(=O)Nc1nc2ccccc2n1CCN1CCCCC1,-4,-6,-13,3,8,2,0,4,-4

As a working copy, some entries already given.
Molecule,CHRM5 antagonist,M1 ag,M1 antag,M5 PAM,CHRM1 PAM,CHRM4 agonist,M4 antag,TAAR1 ag,CHRM5 agonist
Cn1c(N)c(C(=O)COC(=O)Cc2ccc(Br)cc2)c(=O)n(C)c1=O,-10,-2,-7,9,6,1,-10,7,2
O=C(N/N=C/c1ccccc1F)NC1CCCCC1,3,-8,-2,-1,5,0,2,0,0
C=C(C)c1ccc(C(C)(C)NC(=O)NCc2ccco2)cc1,-3,-3,-35,-2,6,-1,-3,8,-6
COc1ccc(C(=O)C2CCCN(C(=O)c3cc(C)on3)C2)cc1F (stereo unspecified),0,-2,1,2,11,3,-13,-1,0

Given with each value named: 3 of the compounds above
molecule: CC(=O)NC(CC(=O)NNC(=O)c1cc2ccccc2cc1O)c1ccccc1 (stereo unspecified)
  CHRM5 antagonist = -6
  M1 ag = -1
  M1 antag = -3
  M5 PAM = 2
  CHRM1 PAM = 2
  CHRM4 agonist = 1
  M4 antag = -8
  TAAR1 ag = 0
  CHRM5 agonist = -2
molecule: COc1ccc(N=C2NC(=O)/C(=C/C=C/c3ccccc3)S2)cc1
  CHRM5 antagonist = 9
  M1 ag = -3
  M1 antag = -8
  M5 PAM = -3
  CHRM1 PAM = 10
  CHRM4 agonist = 0
  M4 antag = 4
  TAAR1 ag = 0
  CHRM5 agonist = -4
molecule: O=C(O)CC1NC(=O)N(c2ccc(Cl)cc2)C1=O (stereo unspecified)
  CHRM5 antagonist = 2
  M1 ag = 3
  M1 antag = -10
  M5 PAM = 1
  CHRM1 PAM = 14
  CHRM4 agonist = 1
  M4 antag = -2
  TAAR1 ag = 2
  CHRM5 agonist = 2

Continued.
Molecule,CHRM5 antagonist,M1 ag,M1 antag,M5 PAM,CHRM1 PAM,CHRM4 agonist,M4 antag,TAAR1 ag,CHRM5 agonist
C=CCN=C(NC#N)SCC(=O)NCc1ccccc1,6,-3,-4,1,-2,1,10,12,-2
Cc1ccc2cc(CCNC(=O)c3cccc([N+](=O)[O-])c3)c(=O)[nH]c2c1,-1,-8,-4,2,3,2,8,7,0
O=C(Nc1ncn[nH]1)c1ccc(Cl)c(S(=O)(=O)Nc2ccc(Cl)cc2)c1,5,-4,13,3,0,0,5,1,0
Cc1cc(NC(=O)C2CCC2)n(-c2ccccn2)n1,-1,-1,-33,3,7,1,5,0,-1
CC(C)(C)c1ccc(N/N=C(\C#N)S(=O)(=O)C(C)(C)C)cc1,8,2,8,-5,-7,4,-8,6,1
Cc1ccc(C)c(S(=O)(=O)N2CCCOC2CNC(=O)C(=O)NC2CCCC2)c1 (stereo unspecified),3,-4,-3,0,-7,2,6,1,0
CNc1ncc(C(=O)c2ccc(Cl)c(Cl)c2)s1,-3,-3,-1,3,8,7,2,14,3
CN1C(=O)c2ccccc2Sc2ccc(NC(=O)NC3CC3)cc21,16,-1,-10,38*,6,3,-19,8,3
CN(C)c1ccc(CN(C(=O)COc2ccc(Br)cc2)C2CCS(=O)(=O)C2)cc1 (stereo unspecified),4,-5,-3,3,10,1,0,0,0
CC1CCCC(C)N1C(=O)COC(=O)c1ccc(Br)c(S(=O)(=O)N2CCOCC2)c1 (stereo unspecified),23,-2,-11,-12,0,7,0,3,-1
COc1ccccc1N1CC(C(=O)Nc2nnc(SC)s2)CC1=O (stereo unspecified),12,-1,-18,-3,17,0,5,1,1
Cc1nc(-c2ccccc2)sc1-c1nc(-c2ccccc2)ncc1S(=O)(=O)c1ccccc1,-6,-3,-8,-6,-1,1,-6,5,-4
Cc1ccc(N2C(=O)N(CC(=O)NCc3ccccc3Cl)C(=O)C2C)cc1 (stereo unspecified),11,2,-4,1,11,4,-2,8,5
Cc1sc2ncn(CC(=O)NCc3ccccn3)c(=O)c2c1S(=O)(=O)N1CCOCC1,3,-1,4,-1,0,0,-1,1,0
CCOCC(=O)Nc1cccc(NC(C)=O)c1,2,-3,-18,-2,-1,0,-9,2,0
N#Cc1cnn2cc(CCN3CCOCC3)c(-c3ccc(F)cc3)nc12,6,0,4,7,2,1,-1,1,0
Cc1cc(N2CCC(C)CC2)nc(-n2nc(C)cc2C)n1,0,-8,-21,1,-3,0,-6,14,-10
COc1ccc(CCNC(=O)CC2(CC3=NS(=O)(=O)c4ccccc4N3)CCCC2)cc1OC,2,-2,22,-4,-7,6,10,2,-1
CC(NC(=O)CCNS(=O)(=O)c1cccc2nsnc12)c1ccccc1 (stereo unspecified),4,-7,-9,-1,3,1,-11,1,-2
COc1ccc(-n2cc(-c3ccccc3)nc2SC)cc1,-4,-8,-6,-4,1,-1,-7,2,-6
O=C(Nc1ccccc1)Nc1nc(-c2ccc(F)cc2)cs1,18,-3,9,-15,-12,16,0,12,4
Fc1cccc(F)c1-c1nc2c(s1)CCc1onc(-c3ccc(Br)cc3)c1-2,15,-6,2,-4,0,2,4,4,-1
N#CC1=C(N)C(C#N)(C#N)C2(CCC3(CC2)OCCO3)C2CC3(CC=C12)OCCO3 (stereo unspecified),1,2,8,-4,2,5,-5,2,5
Cc1ccc(NC(=O)COC(=O)c2ccc([N+](=O)[O-])s2)c(C)c1,-10,-12,-7,7,3,2,0,39*,-2

Three entries out of the list, sorted by formula weight, lowest first.
Molecule,CHRM5 antagonist,M1 ag,M1 antag,M5 PAM,CHRM1 PAM,CHRM4 agonist,M4 antag,TAAR1 ag,CHRM5 agonist
Cc1cc(NC(=O)C2CCC2)n(-c2ccccn2)n1,-1,-1,-33,3,7,1,5,0,-1
O=C(Nc1ccccc1)Nc1nc(-c2ccc(F)cc2)cs1,18,-3,9,-15,-12,16,0,12,4
CC(NC(=O)CCNS(=O)(=O)c1cccc2nsnc12)c1ccccc1 (stereo unspecified),4,-7,-9,-1,3,1,-11,1,-2
